# Screening data (PubChem BioAssay)
# EphB4 ephrin blk – antagonists of human EphB4-ephrin-B2 interaction; P54760; EphB4 LBD / TNYL-RAW-Alexa532 peptide, fluorescence polarization; inhibition, % at 7 µM; 97,000 tested, 0.15% active; AID 720;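 active = inhibition above the screen-wide mean inhibition plus 3 SD, cut at about 15% in these data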;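 also: 0% = DMSO wells and 100% = excess unlabeled TNYL-RAW peptide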
# Target sequence (P54760 whole entry, looked up, the tested form may be a part): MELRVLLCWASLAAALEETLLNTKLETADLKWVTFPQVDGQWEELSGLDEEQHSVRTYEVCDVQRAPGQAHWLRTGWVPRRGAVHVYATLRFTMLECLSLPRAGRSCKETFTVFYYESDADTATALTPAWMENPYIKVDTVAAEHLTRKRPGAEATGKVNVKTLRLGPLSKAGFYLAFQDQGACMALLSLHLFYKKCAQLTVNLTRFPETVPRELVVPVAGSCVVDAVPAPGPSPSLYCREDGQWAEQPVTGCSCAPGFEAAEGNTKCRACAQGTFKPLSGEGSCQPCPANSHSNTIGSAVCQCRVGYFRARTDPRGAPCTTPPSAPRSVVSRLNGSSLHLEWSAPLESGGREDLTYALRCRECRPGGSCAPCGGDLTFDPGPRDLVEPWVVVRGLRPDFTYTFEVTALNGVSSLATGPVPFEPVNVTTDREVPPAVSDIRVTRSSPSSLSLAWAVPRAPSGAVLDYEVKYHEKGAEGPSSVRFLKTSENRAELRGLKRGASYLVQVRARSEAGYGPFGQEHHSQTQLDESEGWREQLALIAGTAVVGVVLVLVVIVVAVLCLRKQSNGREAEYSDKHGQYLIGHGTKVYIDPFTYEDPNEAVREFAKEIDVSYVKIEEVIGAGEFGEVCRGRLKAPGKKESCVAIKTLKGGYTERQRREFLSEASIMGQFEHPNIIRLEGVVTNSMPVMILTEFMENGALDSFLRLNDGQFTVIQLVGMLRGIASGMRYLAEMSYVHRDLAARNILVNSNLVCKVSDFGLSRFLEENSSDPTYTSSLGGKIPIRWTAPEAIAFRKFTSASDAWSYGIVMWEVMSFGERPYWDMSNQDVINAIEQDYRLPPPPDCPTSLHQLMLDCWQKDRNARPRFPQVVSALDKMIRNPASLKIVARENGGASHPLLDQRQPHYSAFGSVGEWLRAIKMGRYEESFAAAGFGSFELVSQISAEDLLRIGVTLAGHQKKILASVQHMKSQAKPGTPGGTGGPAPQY
# CYP2C9 inhib – inhibitors of human CYP2C9; CYP2C9 Supersomes, luciferin-H conversion, luminescence; inhibition, % at 5 µM; 96,000 tested, 20% active; AID 777;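 active = blocking of liver enzyme CYP2C9 beyond about 50% at 5 µM, limit read from the data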; also: values of inactives mirror those of a sister screen read the other way
# HIV Rev-RRE inh – HIV Rev-RRE protein-RNA interaction inhibition | P05866 | Rev peptide-RRE RNA binding, FRET | inhibition, % at 8 µM | 97,000 tested, 0.79% active;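 active = inhibition above the screen-wide mean plus 3 SD, cut at about 35% in these data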;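 also: 0% = median DMSO wells and 100% = median Neomycin B control wells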
# Target sequence (P05866 whole entry, looked up): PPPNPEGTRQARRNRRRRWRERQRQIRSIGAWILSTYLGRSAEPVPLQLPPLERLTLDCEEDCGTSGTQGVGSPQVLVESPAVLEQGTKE
#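 Test system: Cy5-tagged RRE RNA duplex with fluorescein-tagged Rev peptide | Read-out: % inhibition of FRET ratio versus controls | Probe or stimulus: Labelled Rev peptide | Incubation: 5 min RNA-compound premix plus 15 min binding step, 25 °C | Technique: FRET fluorescence readout | Benchmarks: DMSO low control, neomycin B high control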
# CYP2C9 act – CYP2C9 (human) activation | activation factor at 5 µM | P11712 | 96,000 tested, 1.4% active | recombinant CYP2C9, luciferin-H conversion, luminescence; stronger effect = higher value; factor 1 = untreated enzyme, 0 = blocked;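 active = activation factor of 2 or more for CYP2C9 at a 5 µM dose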;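 also: 0 = sulfaphenazole-blocked wells and 1 = vehicle-only wells; values of inactives mirror those of a sister screen read the other way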
# LYP inh 2 – LYP (human) phosphatase inhibition | Q9Y2R2 | AID 640 | inhibition, % at 2 µM | 96,000 tested, 0.21% active | recombinant LYP catalytic domain, DiFMUP fluorescence;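 active = inhibition at 2 µM at or above a set limit, the screen mean plus 3 SD, cut at about 24% in these data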;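 also: 0% = DMSO with enzyme and 100% = enzyme fully blocked by orthovanadate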
# PTPN22 act – activators of human LYP (PTPN22) phosphatase | Q9Y2R2 | recombinant LYP, DiFMUP fluorescence; 0 = plate median, 100 = signal doubled | activation, % at 2 µM | 96,000 tested, 0.11% active;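 active = activation at 2 µM above a set limit, the mean plus 5 SD, cut at about 37% in these data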
# PLK1 inh – PLK1 (human) kinase inhibition. P53350. recombinant PLK1 kinase, TR-FRET peptide phosphorylation. inhibition, % at 10 µM. 97,000 tested, 0.53% active;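 active = inhibition of 50% or more in the single-concentration screen; inactive = inhibition below 50%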;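 also: 0% = DMSO max control and 100% = H-89 dihydrochloride min control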
# Candida biofilm – kills Candida albicans biofilms; 85,000 tested, 0.14% active; inhibition, % at 6 µM; C. albicans biofilm + clotrimazole, Alamar Blue;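 active = inhibition above 20%; inactive = inhibition below 20%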;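 also: preformed 24 hr biofilms exposed to compound for 48 hr; 0% = biofilm without compound and 100% = blank killed by clotrimazole plus chlorhexidine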
# PLK1 PBD inh – inhibitors of human Plk1 polo box domain binding | AID 693 | inhibition, %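 (tested at about 20 µM)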 | 97,000 tested, 0.13% active | P53350 | Plk1 PBD phosphopeptide binding, fluorescence polarization; in the data active = inhibition above about 34%, passing the limit was not always enough
# * = called active by the depositor; · = no result given.
SMILES,EphB4 ephrin blk,CYP2C9 inhib,HIV Rev-RRE inh,CYP2C9 act,LYP inh 2,PTPN22 act,PLK1 inh,Candida biofilm,PLK1 PBD inh
O=C(CSc1nnc(-c2ccncc2)n1-c1ccccc1)N1CCN(c2ccc(Cl)cc2)CC1,3,27,-1,0.7,7,-8,-3,-1,10
Cc1ccc(-n2c(-c3ccco3)nc3c(cnn3-c3ccc(C)cc3)c2=O)cc1,-6,0,3,1,3,-4,-6,4,6
Cc1ccc(CNC(=O)COC(=O)c2c(C)noc2C)cc1,-3,6,-1,0.9,6,-4,-13,6,12
Cc1ccc(C(=O)O/N=C(/c2nonc2N)N(C)C)cc1,-5,29,-3,0.7,10,-8,-3,·,-11
Cc1ccc(S(=O)(=O)N2CCCC2C(=O)Nn2cnnc2)cc1 (stereo not drawn),-5,9,0,0.9,-12,16,-13,2,-26
CCOc1ccc(CCNC(=O)CCN2C(=O)COc3ccccc32)cc1OCC,-1,32,3,0.7,-4,1,-14,5,24
CC(CNC(=O)C1CCCCC1C(=O)O)c1ccccc1 (stereo not drawn),4,8,10,0.9,7,-6,-1,1,-7
Cc1nn(-c2ccccc2)c(C)c1C(=O)OCC(=O)Nc1ccc2c(c1)OCO2,-7,89*,5,0.1,-3,0,-5,2,31
CC1CCCC(C)N1Cc1cn2ccccc2n1 (stereo not drawn),-5,-13,4,1.1,-6,3,0,7,22
CC(=O)c1ccc2c(ccc3ccccc32)c1,-6,41,3,0.6,-1,3,-5,·,-4
Cn1c(=O)c(=O)n(C)c2cc(S(=O)(=O)CCC(=O)N3CCOCC3)ccc21,-3,11,8,0.9,-1,0,-3,4,-8
O=C(CN1C(=O)CCS(=O)(=O)c2ccccc21)Nc1ccc2c(c1)OCCO2,0,·,1,·,1,3,-4,3,10
O=C(O)c1ccc(OC(F)(F)C(F)C(F)(F)F)cc1 (stereo not drawn),3,4,7,1,-3,2,-18,6,24
CCSc1nc2c(c(=O)[nH]1)C(c1ccccn1)C1=C(CC(C)(C)CC1=O)N2 (stereo not drawn),-8,2,1,1,-4,2,-12,-4,5
Cc1cc2cc(CNC(=O)c3ccc4c(c3)OCO4)ccc2[nH]1,-1,12,4,0.9,0,-3,-10,3,-3
O=C(NCC1CCCO1)c1ccc(N2CCCCC2)nc1 (stereo not drawn),-1,-8,7,1.1,-11,8,-22,9,-9
C=CCn1c(-c2c[nH]c3ccccc23)n[nH]c1=S,-10,22,-1,0.8,-4,4,-12,·,-1
C=CCN1C(=O)C(Cc2ccccc2)S/C1=N/N=C/c1cccs1 (stereo not drawn),2,68*,15,0.3,-10,10,-11,4,5
CCCCSc1nnc(-c2ccc(C)cc2)o1,-6,31,9,0.7,-14,17,-9,2,0
Cc1ccccc1C(=O)Nc1nc(=S)ss1,8,81*,9,0.2,1,2,-11,·,16
COc1ccc(-n2c(C)nc3c(cnn3-c3ccc(C)c(C)c3)c2=O)cc1,3,0,6,1,-6,6,-6,7,-7
COc1cccc(-n2nnc3c(=O)n(CC(=O)NC4CCCC4)cnc32)c1,12,-36,3,1.4,10,-12,-5,5,11
COc1cc(C(=O)Nc2cccc(-c3nc4ncccc4o3)c2C)cc(OC)c1OC,-2,-1,1,1,2,-3,-4,0,0
O=C(NCc1ccccc1)C1CCN(S(=O)(=O)N2CCCCCC2)CC1,-3,·,-10,·,-4,9,-9,5,5
CCc1nc(Nc2ccc3nccnc3c2)c2oc3ccccc3c2n1,4,-15,11,1.1,-4,2,-7,4,-6
# The list continues:
SMILES,EphB4 ephrin blk,CYP2C9 inhib,HIV Rev-RRE inh,CYP2C9 act,LYP inh 2,PTPN22 act,PLK1 inh,Candida biofilm,PLK1 PBD inh
Cc1cc(NC(=O)C(C)Oc2ccc(Cl)cc2Cl)n(-c2ccccc2)n1 (stereo not drawn),-3,63*,2,0.4,-1,3,2,3,0
Cc1ccc(NC(=O)CN(C)S(=O)(=O)c2cccc3cccnc23)cc1,2,78*,2,0.2,-9,7,2,23*,-3
CCCC(=O)Nc1cc(C)c(NC(=O)C23CC4CC(CC(C4)C2)C3)cn1,0,34,-2,0.7,1,-3,-8,7,12
Cc1cc2cc(CN(Cc3cccs3)C(c3nnnn3C(C)(C)C)C(C)C)c3nnnn3c2cc1C (stereo not drawn),6,·,10,·,2,-2,-26,-2,-6
Cc1cc(C)cc(NC(=O)Cn2cc3c(n2)CCCCC3)c1,-1,15,13,0.9,-2,-1,-12,·,-26
O=C(c1cc2c(s1)-c1ccccc1S(=O)(=O)C2)N1CCN(Cc2ccccc2)CC1,-8,33,7,0.7,7,-9,-14,·,-23
Cc1cc(NC(=O)c2cc3n(n2)C(C(F)(F)F)CC(c2ccco2)N3)n(-c2ccccc2)n1 (stereo not drawn),-1,50,6,0.5,5,-6,-9,7,-15
COCc1cc(C)n(CC(=O)Nc2ccc(Cl)cc2Cl)c(=O)c1C#N,-1,3,-5,1,-6,2,9,·,7
C/C(=C\C(=O)c1cccnc1)Nc1ccc(C)c(C)c1,5,13,3,0.9,-3,0,3,·,-9
CC12CN3CC(C)(CN(C1)C3c1ccc3c(c1)OCO3)C2=O (stereo not drawn),-3,-13,1,1.1,-3,2,-6,-1,1
O=C(NCc1cccs1)c1ccccc1F,8,·,4,·,3,-5,-2,·,-5
CCOc1ccc2nc(NC3=NC(C)(C)C=C(C)N3)nc(C)c2c1,-8,72*,10,0.3,-6,4,-7,·,-21
Cc1ccc(OCC(=O)N2CCN(C(=O)CCC3CCCC3)CC2)cc1,-6,56*,7,0.4,-1,1,-12,4,7
CCOC(=O)Cc1csc(NC(=O)CCCCCN2C(=O)c3cccc4cccc(c34)C2=O)n1,5,·,6,·,8,-7,-12,1,18
CNC(=S)N(Cc1ccc(OC)cc1)C1CC(=O)N(c2ccc(OC)cc2)C1=O (stereo not drawn),2,·,-3,·,·,·,-15,·,12
Cn1cc(S(=O)(=O)Nc2ccc(Br)cc2F)c(=O)n(C)c1=O,-7,63*,6,0.4,7,-8,4,11,18
CC(c1ccccc1)N1C(=O)CC(Sc2ncccc2C(=O)O)C1=O (stereo not drawn),5,14,9,0.9,0,-1,-18,3,-7
O=C(/C=C/Nc1ccccc1)c1cnc(-c2ccccc2)s1,2,13,17,0.9,11,-7,-14,·,-20
CC(C)CC1(C)NC(=O)N(CCN2C(=O)c3ccccc3C2=O)C1=O (stereo not drawn),3,48,5,0.5,3,-4,-12,4,12
COc1ccc(CCNC(=O)CNS(=O)(=O)c2cccs2)cc1OC,2,42,11,0.6,-2,1,-7,1,1
CCC(NC(=O)c1ccccc1O)c1ccccc1 (stereo not drawn),3,36,-1,0.6,-2,-1,-18,9,-1
NC(=O)C1CCN(C(c2ccccc2F)c2nnnn2Cc2ccco2)CC1 (stereo not drawn),8,4,8,1,-4,1,-1,4,-21
O=C1CC(c2cc(Br)ccc2F)c2cc3c(cc2N1)CCC3 (stereo not drawn),8,20,5,0.8,12,-8,-8,·,-17
C=CCOC(=O)C1=C(C)NC(C)=C(C(=O)OCC=C)C1c1cccs1,-6,97*,-3,0,3,0,-8,·,-9
CCN(Cc1cc2cc(OC)ccc2[nH]c1=O)C(=O)c1ccncc1,-2,68*,7,0.3,4,-8,-4,3,-17

# Reprinted from above (six entries):
SMILES,EphB4 ephrin blk,CYP2C9 inhib,HIV Rev-RRE inh,CYP2C9 act,LYP inh 2,PTPN22 act,PLK1 inh,Candida biofilm,PLK1 PBD inh
O=C(CSc1nnc(-c2ccncc2)n1-c1ccccc1)N1CCN(c2ccc(Cl)cc2)CC1,3,27,-1,0.7,7,-8,-3,-1,10
Cc1ccc(-n2c(-c3ccco3)nc3c(cnn3-c3ccc(C)cc3)c2=O)cc1,-6,0,3,1,3,-4,-6,4,6
Cc1ccc(CNC(=O)COC(=O)c2c(C)noc2C)cc1,-3,6,-1,0.9,6,-4,-13,6,12
Cc1ccc(C(=O)O/N=C(/c2nonc2N)N(C)C)cc1,-5,29,-3,0.7,10,-8,-3,·,-11
Cc1ccc(S(=O)(=O)N2CCCC2C(=O)Nn2cnnc2)cc1 (stereo not drawn),-5,9,0,0.9,-12,16,-13,2,-26
CCOc1ccc(CCNC(=O)CCN2C(=O)COc3ccccc32)cc1OCC,-1,32,3,0.7,-4,1,-14,5,24

# The main list resumes with the six entries that preceded the break.
SMILES,EphB4 ephrin blk,CYP2C9 inhib,HIV Rev-RRE inh,CYP2C9 act,LYP inh 2,PTPN22 act,PLK1 inh,Candida biofilm,PLK1 PBD inh
COc1ccc(CCNC(=O)CNS(=O)(=O)c2cccs2)cc1OC,2,42,11,0.6,-2,1,-7,1,1
CCC(NC(=O)c1ccccc1O)c1ccccc1 (stereo not drawn),3,36,-1,0.6,-2,-1,-18,9,-1
NC(=O)C1CCN(C(c2ccccc2F)c2nnnn2Cc2ccco2)CC1 (stereo not drawn),8,4,8,1,-4,1,-1,4,-21
O=C1CC(c2cc(Br)ccc2F)c2cc3c(cc2N1)CCC3 (stereo not drawn),8,20,5,0.8,12,-8,-8,·,-17
C=CCOC(=O)C1=C(C)NC(C)=C(C(=O)OCC=C)C1c1cccs1,-6,97*,-3,0,3,0,-8,·,-9
CCN(Cc1cc2cc(OC)ccc2[nH]c1=O)C(=O)c1ccncc1,-2,68*,7,0.3,4,-8,-4,3,-17
Cc1ccc2nc(C)cc(N3CCOCC3)c2c1,3,-27,0,1.3,-4,5,-1,6,3
Cn1c(=O)c2c(nc(CN3CCC(C(N)=O)CC3)n2CCc2ccccc2)n(C)c1=O,-2,-14,2,1.1,14,-15,-3,-6,-19
Cc1ccc(NC(=O)Cn2c(=O)n(CCCCC(=O)NCc3ccco3)c(=O)c3ccccc32)cc1,-1,82*,14,0.2,6,-3,-8,5,-28
CC(C)C(=O)Nc1nnc(CSCc2ccccc2F)s1,4,42,5,0.6,5,-3,-12,-2,15
N#Cc1cnn2c(-c3ccccc3)ccnc12,0,-8,8,1.1,2,2,-15,10,-22
CCn1c(COc2ccccc2C)nnc1SCC(=O)O,-1,-21,7,1.2,-2,1,-4,3,17
O=S(=O)(Nc1ccc2c3c(cccc13)CC2)c1ccc(F)cc1,7,-10,16,1.1,6,-1,-12,·,9
O=C(c1cccnc1)N1CCN(CCCc2ccccc2)CC1,0,-5,4,1.1,-6,6,-5,9,4
COC(=O)CCC(=O)NNC(=O)c1cccc(Cl)c1,9,2,12,1,8,-6,-10,·,4
O=C(O)CCc1ccc(-c2ccc(Br)cc2)n1CC(=O)O,-2,-13,0,1.1,11,-12,-10,4,16
COc1ccc(Cc2nnc(SC)[nH]c2=O)cc1,0,38,2,0.6,-7,9,2,4,-16
COc1ccc(N2C(=O)CC(Sc3nccc(C)n3)C2=O)cc1 (stereo not drawn),2,0,2,1,0,0,-2,3,-3
CN(C(=O)CSc1nnnn1-c1ccccc1)C1CCCCC1,-1,36,2,0.6,1,-3,-15,3,3
O=C(NCC1c2ccccc2CCN1C(=O)CN1C(=O)c2ccccc2C1=O)C1CCCCC1 (stereo not drawn),1,72*,7,0.3,9,-9,-8,-3,-13
O=C(O)/C=C\C(=O)Nc1ccccc1C#Cc1ccc(Br)cc1,-3,87*,0,0.1,9,-4,-19,·,-3
